Screening data (PubChem)
TexasRed fluor = Texas Red fluorescence interference in TRb-SRC2 counter-screen; TRb/SRC2 Texas Red total fluorescence interference; Potency, µM (top dose mostly 106 µM), for inactives: at the top dose fluorescence change, negative = quenching; actives 0.29% (n = 280,000); AID 1479; active means well fitted curve in either direction with a large enough effect; inconclusive means small, poorly fitted or top-dose-only effect
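Flags fluorescent or light-absorbing compounds by total fluorescence, S + 2P, at 555 nm excitation and 632 nm emission. Mixture: 20 nM Texas Red SRC2 peptide, 0.6 uM human TRb LBD, 1 uM T3, 5% DMSO; compound exposure 5 h at ambient temperature.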
TRb-SRC2 inh = TRbeta-SRC2 interaction inhibition; TRbeta-SRC2 peptide binding, fluorescence polarization; receptor liganded with 1 µM T3; Potency, µM (doses to about 106 µM), for inactives: top-dose activity change, negative = inhibition, most hits filed as inhibitors; actives 0.065% (n = 280,000); AID 1469;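 further: plate controls were bound peptide for no effect and peptide without receptor for full effect; nearly all actives have a fitted effect of over 50% in size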
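Binding of a 20-amino-acid Texas Red SRC2 peptide (20 nM) to TRb ligand-binding domain (0.6 uM) with agonist T3 at 1 uM was followed by fluorescence polarization after a 5 hr room-temperature incubation.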
GoLoco inh red = blocks human Gai1 binding to RGS12 GoLoco peptide, red readout. actives 0.44% (n = 230,000). Potency, µM (doses to about 61.6 µM), for the others: top-dose activity, negative = inhibition, most hits filed as inhibitors. AID 880. Gai1:RGS12 GoLoco peptide FP, rhodamine, 10 min; active means well fitted inhibition curve with a large enough effect, not every such curve was filed as active; inactive means no such curve, though single readings can be large or run the other way; further: nearly all actives have a fitted effect of over 30% in size; many of its hits are not listed in these tables
RECQ1 helicase = inhibitors of human RECQ1 DNA helicase; Potency, µM (titrated, usually from 57.3 µM), for inactives: at the highest dose activity, negative = inhibition, usual class: inhibitors; P46063; RECQ1 DNA unwinding, red fluorescence kinetic read; actives 0.54% (n = 240,000);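 further: plate controls were vehicle for no effect and no enzyme for full effect; nearly all actives have a fitted effect of over 30% in size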
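RECQ1T1 50 nM; forked duplex (20 bp + 30-nt ss tails) 200 nM, ATP 2 mM final; pH 8.0, 2 mM MgCl2, 2.5 ug/ml poly(dI-dC); 15 min compound preincubation; discontinuous kinetic read over 2 h at RT.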
GAA glycogen mod = inhibitors or activators of human alpha-glucosidase glycogen cleavage. P10253. recombinant GAA, glycogen substrate, Amplex Red glucose oxidase fluorescence. Potency, µM (highest dose often 76.4 µM), without a hit: top-dose activity change, negative = inhibition, most hits filed as inhibitors. actives 0.38% (n = 300,000). AID 2100;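 further: 0% = full enzyme reaction and -100% = no-enzyme basal signal; the screen sought inhibitors and activators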
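qHTS, 1536-well; enzyme 4 nM final; cpd up to 77 uM; substrate bovine liver glycogen 30 ug; 50 mM citrate/phosphate pH 5.0, 0.01% Tween-20; 37 C, 40 min; Amplex Red detection 45 min RT; Hill fit → AC50.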
L3MBTL1 block = inhibitors of human L3MBTL1; Q9Y468; AlphaScreen L3MBTL1–H3K9me1 peptide binding; Potency, µM (highest dose often 57.1 µM), without a hit: at the top dose activity, negative = inhibition, hits mostly inhibitors; actives 0.66% (n = 230,000); further: nearly all actives have a fitted effect of over 60% in size
Target sequence (Q9Y468 whole entry, looked up): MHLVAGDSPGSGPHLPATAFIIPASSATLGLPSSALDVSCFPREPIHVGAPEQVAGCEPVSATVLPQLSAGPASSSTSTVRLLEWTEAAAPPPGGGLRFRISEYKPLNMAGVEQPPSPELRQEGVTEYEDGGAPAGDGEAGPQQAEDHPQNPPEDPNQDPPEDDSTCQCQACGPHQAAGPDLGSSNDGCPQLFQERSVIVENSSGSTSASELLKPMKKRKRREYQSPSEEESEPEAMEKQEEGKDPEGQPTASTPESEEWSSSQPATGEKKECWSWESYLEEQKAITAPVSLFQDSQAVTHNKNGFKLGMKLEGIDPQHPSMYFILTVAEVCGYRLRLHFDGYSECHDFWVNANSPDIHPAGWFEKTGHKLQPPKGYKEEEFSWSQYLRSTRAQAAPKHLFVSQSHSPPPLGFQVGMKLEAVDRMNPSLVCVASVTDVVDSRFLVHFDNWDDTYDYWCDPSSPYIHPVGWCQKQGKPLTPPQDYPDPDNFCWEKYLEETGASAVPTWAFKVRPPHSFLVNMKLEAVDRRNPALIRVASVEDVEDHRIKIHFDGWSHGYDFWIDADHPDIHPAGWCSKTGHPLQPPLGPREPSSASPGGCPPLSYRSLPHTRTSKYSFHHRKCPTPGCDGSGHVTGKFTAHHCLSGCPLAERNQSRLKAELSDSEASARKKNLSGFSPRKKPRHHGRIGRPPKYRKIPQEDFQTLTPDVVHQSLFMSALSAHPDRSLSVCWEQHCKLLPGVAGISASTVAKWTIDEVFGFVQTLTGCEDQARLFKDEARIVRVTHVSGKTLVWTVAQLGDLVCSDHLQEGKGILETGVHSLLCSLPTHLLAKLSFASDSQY
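L3MBTL1 50 nM + b-AHA-H3(1-15)K9me1 75 nM, 30 min RT; compound added, 30 min RT; streptavidin donor/Ni-chelate acceptor beads 10 ug/mL each final, 30 min RT dark; AlphaScreen read.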
aGlu spleen mod = inhibitors or activators of human alpha-glucosidase in spleen homogenate; AID 2112; actives 0.006% (n = 240,000); human spleen homogenate, 4-MU-alpha-glucoside fluorescence; Potency, µM (titrated, usually from 79.9 µM), for the others: at the top dose activity change, negative = inhibition, hits mostly inhibitors;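 further: 0% = enzyme with vehicle and -100% = no enzyme basal signal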
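Human spleen homogenate (1 ug) incubated with compounds and 1 mM 4-methylumbelliferyl-alpha-D-glucopyranoside in pH 5.0 citrate/phosphate buffer, 37 C, 40 min. Stopped at pH 10; 4-MU fluorescence (Ex 365/Em 440 nm); AC50 by Hill fit.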
GAA inh = inhibitors of human lysosomal alpha-glucosidase; AID 1466; Potency, µM (highest dose often 76.9 µM), for inactives: top-dose activity change, negative = inhibition, actives largely listed as inhibitors; actives 0.005% (n = 200,000); purified human GAA, 4-MU-alpha-glucoside fluorescence; P10253;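 further: plate controls were uninhibited enzyme wells for no effect and no-enzyme background for full effect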
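Human enzyme at 4 nM with 400 uM 4-methylumbelliferyl-alpha-D-pyranoside, citrate/phosphate buffer pH 5.0, 0.005% Tween-20, 20 min at room temperature. Compounds up to 77 uM. 4-MU fluorescence (Ex 365/Em 440) read after NaOH/glycine stop; AC50 from Hill fit.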
* hit, by the source's call; [ ] = dose if it differs, or a comment. Unless noted, the call rests on the fitted dose curve; in most records, active means well fitted curve in the direction sought with a large enough effect; inconclusive means small, poorly fitted or top-dose-only effect, or another doubt; inactive means no such curve, though single readings can be large; an effect the other way counts as inactive or inconclusive. Unless noted, on the % scale 0 is the no-effect control and ±100 the full control effect; potency means the concentration at half of the fitted maximal effect. Not all compounds are listed; rates above refer to the full screens.

What do the screens show for `Cc1occc1-c1nnc(SCC(=O)N2CCN(c3ccccc3F)CC2)n1C`?
TexasRed fluor: -2%; TRb-SRC2 inh: -3%; GoLoco inh red: 5%; RECQ1 helicase: -12%; GAA glycogen mod: -7%; L3MBTL1 block: 4%; aGlu spleen mod: 1%; GAA inh: -7%

How did CCc1nnc(NS(=O)(=O)c2ccc(NC(=S)NC(=O)c3cccs3)cc2)s1 do in these assays?
TexasRed fluor: -1%; TRb-SRC2 inh: 9%; GoLoco inh red: -12%; RECQ1 helicase: -4%; GAA glycogen mod: -18%; L3MBTL1 block: -6%; aGlu spleen mod: -4%; GAA inh: -10%

What do the screens show for `CC(C)c1ccc(OCC(=O)Nc2ccc(OC(F)(F)F)cc2)cc1`?
TexasRed fluor: -5%; TRb-SRC2 inh: -9%; RECQ1 helicase: -12%; GAA glycogen mod: 11%; L3MBTL1 block: -6%; aGlu spleen mod: 14%; GAA inh: 6%

How did CNS(=O)(=O)c1cc(O)c2c(S(=O)(=O)NC)cccc2c1 do in these assays?
TexasRed fluor: -2%; TRb-SRC2 inh: -10%; GoLoco inh red: 9%; RECQ1 helicase: -1%; GAA glycogen mod: 1%; aGlu spleen mod: -3%; GAA inh: 8%

What do the screens show for `Nc1ccc(C(=O)Nc2ccc(NC(=O)c3ccco3)c(O)c2)cc1`?
TexasRed fluor: -5%; TRb-SRC2 inh: 1%; GoLoco inh red: 4%; RECQ1 helicase: inactive; GAA glycogen mod: inconclusive; L3MBTL1 block: 13%; aGlu spleen mod: -1%

How did CC1(C)CC(n2c(NCCO)nc3c(c2=O)C2(CCCC2)Cc2ccccc2-3)CCO1 (stereo unspecified) do in these assays?
TexasRed fluor: 1%; TRb-SRC2 inh: 0%; GoLoco inh red: 11%; RECQ1 helicase: -9%; GAA glycogen mod: -21%; L3MBTL1 block: 6%; aGlu spleen mod: 6%; GAA inh: 2%

Results for Cc1cc(C(=O)COc2cc(F)ccc2[N+](=O)[O-])c(C)n1C1CC1 ?
TexasRed fluor: 1%; TRb-SRC2 inh: -2%; GoLoco inh red: 11%; RECQ1 helicase: -13%; GAA glycogen mod: -8%; L3MBTL1 block: -19%; aGlu spleen mod: 7%; GAA inh: -2%

How did COc1ccccc1NC(=O)c1[nH]c(C)c(C(C)=O)c1C do in these assays?
TexasRed fluor: -1%; TRb-SRC2 inh: -6%; GoLoco inh red: -1%; RECQ1 helicase: -5%; GAA glycogen mod: 11%; L3MBTL1 block: -4%; aGlu spleen mod: 1%; GAA inh: -4%

How did Cc1cccc(-n2cc[nH]c2=S)c1 do in these assays?
TexasRed fluor: -1%; TRb-SRC2 inh: 3%; GoLoco inh red: 1%; RECQ1 helicase: inactive; GAA glycogen mod: -5%; L3MBTL1 block: 0%; aGlu spleen mod: -3%; GAA inh: -2%

What do the screens show for `Cc1cc2c(cc1C)-c1c(ssc1=Nc1ccc(S(N)(=O)=O)cc1)C(C)(C)N2`?
TexasRed fluor: -2%; TRb-SRC2 inh: 11%; GoLoco inh red: 3%; RECQ1 helicase: -12%; GAA glycogen mod: -15%; aGlu spleen mod: 4%; GAA inh: -7%

What do the screens show for `Cc1cc(C)n(C(=O)CCC(=O)Nc2ccc(C)c(C)c2)n1`?
TexasRed fluor: 0%; TRb-SRC2 inh: -11%; GoLoco inh red: 7%; RECQ1 helicase: -5%; GAA glycogen mod: 8%; aGlu spleen mod: -8%; GAA inh: 1%

Results for CC(C)NS(=O)(=O)c1cccc2nsnc12 ?
TexasRed fluor: 1%; TRb-SRC2 inh: -28%; GoLoco inh red: 17%; RECQ1 helicase: -15%; GAA glycogen mod: 11%; L3MBTL1 block: 13%; aGlu spleen mod: -2%; GAA inh: -17%

Results for Cc1[nH]c2ccccc2c1C(c1ccncc1)N1CCN(c2ccccc2F)CC1 (stereo unspecified) ?
TexasRed fluor: -3%[53 µM]; TRb-SRC2 inh: 2%[53 µM]; GoLoco inh red: 12%; RECQ1 helicase: -18%; GAA glycogen mod: 2%; L3MBTL1 block: -12%; aGlu spleen mod: -8%; GAA inh: -2%

Results for Cc1nc(-c2ccc(Br)cc2)ccc1C(=O)O ?
TexasRed fluor: 1%; TRb-SRC2 inh: -1%; GoLoco inh red: -14%; RECQ1 helicase: -1%; GAA glycogen mod: 2%; L3MBTL1 block: 6%; aGlu spleen mod: -6%; GAA inh: 0%

Results for C#Cc1cccc(Nc2ncnc3cc(OC)c(OC)cc23)c1 ?
TexasRed fluor: -2%; TRb-SRC2 inh: 4%; GoLoco inh red: -1%; RECQ1 helicase: inactive; aGlu spleen mod: 2%

What do the screens show for `CCOC(=O)C1=C(Nc2ccccc2)CC(C)(O)C(C(=O)OCC)C1c1ccc(Br)cc1` (stereo unspecified)?
TexasRed fluor: -2%; TRb-SRC2 inh: 1%; GoLoco inh red: -4%; RECQ1 helicase: inactive; GAA glycogen mod: -5%; L3MBTL1 block: -2%; aGlu spleen mod: -2%; GAA inh: -4%

How did CC1(C)Nc2ccccc2N(Cc2ccc([N+](=O)[O-])cc2)C1=O do in these assays?
TexasRed fluor: -4%; TRb-SRC2 inh: -2%; GoLoco inh red: 0%; RECQ1 helicase: -10%; GAA glycogen mod: -10%; L3MBTL1 block: -4%; aGlu spleen mod: -3%; GAA inh: 9%

What do the screens show for `COc1ccc(C)cc1NC(=S)Nc1ccccc1SC`?
TexasRed fluor: -7%; TRb-SRC2 inh: -4%; GoLoco inh red: 5%; RECQ1 helicase: -3%; GAA glycogen mod: 12%; L3MBTL1 block: -1%; aGlu spleen mod: -1%; GAA inh: 4%

What do the screens show for `O=C(Nc1ccccc1)/C(=C1\CCCN1)[N+](=O)[O-]`?
TexasRed fluor: -3%; TRb-SRC2 inh: 0%; GoLoco inh red: 3%; RECQ1 helicase: inactive; GAA glycogen mod: 3%; L3MBTL1 block: 7%; aGlu spleen mod: -12%; GAA inh: 2%

How did NS(=O)(=O)c1ccc(NC(=O)CCc2ccccc2)cc1 do in these assays?
TexasRed fluor: -5%; TRb-SRC2 inh: -4%; GoLoco inh red: -9%; RECQ1 helicase: -8%; GAA glycogen mod: -3%; aGlu spleen mod: -5%; GAA inh: -4%

Random excerpt: 2 records from the list.
What do the screens show for `CCOC(=O)C1=C(Nc2ccccc2)CC(C)(O)C(C(=O)OCC)C1c1ccc(Br)cc1` (stereo unspecified)?
TexasRed fluor: -2%; TRb-SRC2 inh: 1%; GoLoco inh red: -4%; RECQ1 helicase: inactive; GAA glycogen mod: -5%; L3MBTL1 block: -2%; aGlu spleen mod: -2%; GAA inh: -4%

Results for CC(C)NS(=O)(=O)c1cccc2nsnc12 ?
TexasRed fluor: 1%; TRb-SRC2 inh: -28%; GoLoco inh red: 17%; RECQ1 helicase: -15%; GAA glycogen mod: 11%; L3MBTL1 block: 13%; aGlu spleen mod: -2%; GAA inh: -17%

The list goes on:
Results for Cc1cccc(C)c1NC(=O)CSc1cc(C(=O)c2nccn2C)c2ccccc2n1 ?
TexasRed fluor: -2%; TRb-SRC2 inh: 5%; GoLoco inh red: -3%; RECQ1 helicase: -10%; GAA glycogen mod: 1%; L3MBTL1 block: 7%; aGlu spleen mod: -3%; GAA inh: -5%

How did O=C(/C=C/c1ccco1)Nc1ccc2nc3n(c(=O)c2c1)CCCC3 do in these assays?
TexasRed fluor: -7%; TRb-SRC2 inh: -4%; GoLoco inh red: 3%; RECQ1 helicase: -5%; GAA glycogen mod: -2%; aGlu spleen mod: -5%; GAA inh: 1%

Results for Cc1cccc(Cn2cnc3ccccc32)c1 ?
TexasRed fluor: -4%; TRb-SRC2 inh: 4%; GoLoco inh red: -10%; RECQ1 helicase: -14%; GAA glycogen mod: -10%; aGlu spleen mod: -4%; GAA inh: -4%

What do the screens show for `COc1cc(SC)ccc1C(=O)Nc1ncc(C)s1`?
TexasRed fluor: -3%; TRb-SRC2 inh: 4%; GoLoco inh red: 4%; RECQ1 helicase: 5%; GAA glycogen mod: 2%; aGlu spleen mod: -5%; GAA inh: 3%

What do the screens show for `O=C(/C=C/c1ccccn1)c1cc(Br)ccc1O`?
TexasRed fluor: 0%; TRb-SRC2 inh: -6%; GoLoco inh red: 3%; RECQ1 helicase: -11%; GAA glycogen mod: 4%; L3MBTL1 block: -4%; aGlu spleen mod: -9%; GAA inh: -1%[15.4 µM]

What do the screens show for `COc1ccccc1C1=NOC(Cn2c(=O)c3c(ncn3C)n(C)c2=O)C1` (stereo unspecified)?
TexasRed fluor: -2%; TRb-SRC2 inh: 4%; GoLoco inh red: -8%; RECQ1 helicase: inactive; GAA glycogen mod: -9%; L3MBTL1 block: -1%; aGlu spleen mod: -13%; GAA inh: -3%

What do the screens show for `Cc1ccc(C)c(NC(=O)c2ccccc2NS(=O)(=O)c2cc([N+](=O)[O-])ccc2C)c1`?
TexasRed fluor: -2%; TRb-SRC2 inh: 5%; GoLoco inh red: 0%; RECQ1 helicase: -5%; GAA glycogen mod: 5%; L3MBTL1 block: -3%; aGlu spleen mod: -10%; GAA inh: -1%

Results for Cc1nc(SCc2ccc(OCCC(C)C)cc2)n[nH]1 ?
TexasRed fluor: -2%; TRb-SRC2 inh: -6%; GoLoco inh red: 6%; RECQ1 helicase: inactive; GAA glycogen mod: 16%; L3MBTL1 block: 7%; aGlu spleen mod: 1%; GAA inh: -6%

What do the screens show for `Cc1ccc(C)c(NCC(O)c2ccccc2)c1` (stereo unspecified)?
TexasRed fluor: 0%; TRb-SRC2 inh: 0%; GoLoco inh red: 3%; RECQ1 helicase: 26%; GAA glycogen mod: 7%; L3MBTL1 block: -7%; aGlu spleen mod: -2%; GAA inh: 10%

What do the screens show for `CCNC(=S)Nc1ccc(OC(F)(F)F)cc1`?
TexasRed fluor: -1%; TRb-SRC2 inh: 6%; GoLoco inh red: 6%; RECQ1 helicase: -15%; GAA glycogen mod: -10%; L3MBTL1 block: 5%; aGlu spleen mod: 2%; GAA inh: 2%

How did CCCCNC(=O)C1CC(=O)N(CCC(C)C)C1 (stereo unspecified) do in these assays?
TexasRed fluor: 1%; TRb-SRC2 inh: -2%; GoLoco inh red: 8%; RECQ1 helicase: -10%; GAA glycogen mod: 6%; L3MBTL1 block: 11%; aGlu spleen mod: -5%; GAA inh: 2%
